RNase H inhibition: RNase H inhibition, HIV 1 Gag Pol polyprotein, FRET biochemical assay, screening (AID 372) | HIV-1 RT RNase H, FRET RNA/DNA substrate fluorescence; higher % means a stronger effect | actives 0.77% (n = 100,000) | one-dose inhibition, % at 10 µM; IC50 in µM for titrated hits; in the data active means inhibition above about 50%
An asterisk follows results filed as active. An excerpt (hit frequency here may not be typical).

SMILES	RNase H inhibition
CCOc1ccccc1CN(CCc1ccc2c(c1)OCO2)Cc1cc(OC)ccc1OC	3%
Cc1cc(C)c2oc(-c3ccc(NC(=S)NC(=O)c4cccc(Cl)c4)cc3)nc2c1	42%
CSc1nnc2c(n1)OC=Nc1ccccc1-2	6%
COc1ccc(/C=C/C(=O)c2ccc(F)cc2)c(OC)c1	3%
O=C(Nc1ccc(I)cc1)c1ccccc1	10%
COC(=O)c1ccc(NC(=O)COc2c(C)cccc2C)cc1	0%
O=C(COc1ccc(I)cc1)N/N=C/c1c(Cl)cccc1Cl	17%
CC(=O)NC1C2CN3CCN(C2)CC1(Cc1ccccc1)C3 (configuration not stated)	9%
COc1cc2c(cc1NC(=O)CCOc1ccccc1C)oc1ccccc12	9%
COc1ccc(-c2nc3ccccc3c(=O)o2)c(OC)c1	0%
CCCCOc1ccc(-c2cc(=O)oc(-c3ccc(OCC)cc3O)n2)cc1	2%
C/C(Cc1ccccc1)=N\NC(=O)c1cccc([N+](=O)[O-])c1	0%
COC(=O)C1=C(C)N(C)C(C)=C(C(=O)OC)C1c1cccc(F)c1	22%
CCC(C)(C)C(=O)NCc1ccccc1	2%
Cc1ccccc1-c1nc2cc(NC(=O)c3sc4ccccc4c3Cl)ccc2o1	20%
O=C(Nc1cc(C(F)(F)F)cc(C(F)(F)F)c1)c1cc2ccccc2o1	0%
COc1ccccc1NC(=O)C1=C(C)NC(SCC(N)=O)=C(C#N)C1c1ccco1 (configuration not stated)	9%
CC(C)(Cc1ccc(O)cc1)NC(=O)CC(=O)N/N=C/c1ccc([N+](=O)[O-])cc1	6%
CCOc1ccc(-c2cc(C)n3nc(C(=O)Nc4cc(OC)c(Cl)cc4OC)cc3n2)cc1	13%
Cc1ccc2nc(-c3ccc(Cl)c(NC(=S)NC(=O)c4ccccc4C)c3)oc2c1	42%
CCN(CC)c1ccc(C(=O)Nc2nccs2)cc1	10%
O=[N+]([O-])c1ccc(N2CCOCC2)cc1NCCCO	13%
CCNC(=O)N1c2ccc(OCC)cc2C(C)=CC1(C)C	0%
O=C(NC(=S)Nc1ccc2oc(-c3cccc(F)c3)nc2c1)c1ccccc1Cl	16%
COc1cc(/C=N/Nc2ccc3ccccc3n2)cc(Br)c1O	31%
Cc1ccc(C(=O)O/N=C(\N)c2ccc(C)cc2)cc1	0%
CC(C)c1ccc(-c2nn(-c3ccccc3)cc2/C=N/O)cc1	49%
COc1ccc(NC(=O)Nc2cc3oc4ccccc4c3cc2OC)cc1	7%
Cc1ccc(CN2CCN(/N=C\c3ccc(C(C)C)cc3)CC2)cc1	7%
Cc1cccc(N2C(=O)NC(=O)/C(=C\c3ccc(N4CCCCC4)o3)C2=O)c1C	23%
O=C(O)C1CCCCN1Cc1ccccc1 (configuration not stated)	8%
O=c1oc2cc(O)ccc2cc1-c1nnc(NCc2ccccc2)s1	0%
COc1cccc(C(=O)NC(=S)Nc2ccc(-c3nc4cc(C)ccc4o3)c(O)c2)c1	53%*
CC(C)CNC(=O)C(=O)Nc1ccc(Oc2ccccc2)cc1	10%
COc1cc(/C=C2\SC(=S)N(/N=C/c3cc([N+](=O)[O-])ccc3O)C2=O)cc(OC)c1OC	4%
COc1ccc(C(=O)Oc2cccc(C(=S)N3CCOCC3)c2)cc1	8%
Cc1ccc(N(CC(=O)Nc2cccc3ccccc23)S(=O)(=O)c2ccccc2)cc1	11%
COc1ccc(OCC(=O)Nc2ccccc2OC)cc1	13%
Cc1c(C)c2ccc(OCc3cc4c(cc3Cl)OCO4)c(C)c2oc1=O	35%
CC(C)c1ccc(NC(=O)CC2SC(N)=NC2=O)cc1 (configuration not stated)	0%
C=CCc1c(C)[nH]c2ccc(C)cc2c1=O	4%
C=CCc1ccc(OCCCCOc2c(Cl)cccc2Cl)c(OC)c1	0%
COc1cccc(C(=O)O/N=C(\N)c2ccccc2)c1	2%
CCOCCOC(=O)C1=C(C)NC2=C(C(=O)CC(c3ccc(Cl)cc3)C2)C1c1ccc(Cl)c(Cl)c1 (configuration not stated)	2%
CCOC(=O)C1=C(C)N=c2s/c(=C\c3ccc(OCc4ccccc4Cl)cc3)c(=O)n2C1c1ccc(N(C)C)cc1 (configuration not stated)	2%
CCS(=O)(=O)c1nnnn1-c1ccccc1	0%
O=C(Nc1c(C(=O)N2CCCCCC2)cnn1-c1ccccc1)c1ccc(Br)cc1	2%
CC1=C(C(=O)Nc2ccc(C)c(Cl)c2)C(c2ccc(F)cc2)NC(=O)N1 (configuration not stated)	13%
CCCC(=O)N(c1ccc(N(C(=O)CCC)S(=O)(=O)c2ccccc2)cc1)S(=O)(=O)c1ccccc1	1%
CC1(C)CC(NC(=O)CCCCCCCCC(=O)NC2CC(C)(C)N([O])C(C)(C)C2)CC(C)(C)N1[O]	8%
C=CCN(c1ccc(C(=O)O)cc1)S(=O)(=O)c1ccc(NC(=O)OC)cc1	3%
N#C/C(=C/c1ccc(OCC(=O)O)cc1)C(=O)Nc1ccc(Cl)cc1	2%
O=C(Nc1ccc2c(c1)oc1ccccc12)c1cccc([N+](=O)[O-])c1	13%
CCOC(=O)C1=C(C)OC(N)=C(C#N)C1c1ccc(Cl)cc1 (configuration not stated)	0%
N#C/C(=C/c1cccc(O)c1)C(=O)Nc1cccc(Br)c1	5%
COc1ccc(CN2CCN(C(=O)c3ccc(F)cc3)CC2)c(OC)c1OC	4%
O=C(Nc1cccc2nsnc12)c1cccc(Br)c1	10%
C/C(=N\Nc1cccc2cccnc12)c1cc([N+](=O)[O-])cs1	22%
O=C(Nc1ccccc1C(=O)NC(Cc1ccccc1)C(=O)O)c1ccco1 (configuration not stated)	4%
COc1ccc(C2C3C(=O)N(c4ccc(F)cc4)C(=O)C3ON2c2ccccc2)cc1 (configuration not stated)	17%

The last 6 entries of the part above lead into the next:
N#C/C(=C/c1cccc(O)c1)C(=O)Nc1cccc(Br)c1
- RNase H inhibition = 5%

COc1ccc(CN2CCN(C(=O)c3ccc(F)cc3)CC2)c(OC)c1OC
- RNase H inhibition = 4%

O=C(Nc1cccc2nsnc12)c1cccc(Br)c1
- RNase H inhibition = 10%

C/C(=N\Nc1cccc2cccnc12)c1cc([N+](=O)[O-])cs1
- RNase H inhibition = 22%

O=C(Nc1ccccc1C(=O)NC(Cc1ccccc1)C(=O)O)c1ccco1 (configuration not stated)
- RNase H inhibition = 4%

COc1ccc(C2C3C(=O)N(c4ccc(F)cc4)C(=O)C3ON2c2ccccc2)cc1 (configuration not stated)
- RNase H inhibition = 17%

CCC/C(O)=C1\C(=O)CC(C)(C)CC1=Nc1ccc(OC)cc1
- RNase H inhibition = 4%

COc1ccc(Br)cc1/C=C1\C(=O)NC(=S)N(c2cccc(Cl)c2Cl)C1=O
- RNase H inhibition = 1%

COCCc1nnc(NC(=O)Nc2ccc(Cl)cc2)s1
- RNase H inhibition = 15%

COc1ccc(NC(=O)NC(c2ccccc2)c2ccccc2)cc1OC
- RNase H inhibition = 12%

CCN(CC)c1ccc(C=Nc2ccc(C#N)cc2)cc1
- RNase H inhibition = 2%

Clc1ccc(CSc2ncn[nH]2)cc1
- RNase H inhibition = 0%

CN(C)C1=C(Cl)C(=O)c2ccccc2C1=O
- RNase H inhibition = 41%

CCOC(=O)c1ccc(NC(=O)CN(c2ccc(OCC)cc2)S(=O)(=O)c2ccccc2)cc1
- RNase H inhibition = 14%

O=C(Nc1cccc(-c2cn3ccccc3n2)c1)c1cc2ccccc2oc1=O
- RNase H inhibition = 6%

Cc1ccc(/C=N/NC(=O)c2ccccc2C)cc1
- RNase H inhibition = 0%

Cc1ccccc1CNC(=O)CN(c1ccc(F)cc1)S(C)(=O)=O
- RNase H inhibition = 0%

COc1cc(/C=C2\C(=O)ON=C2c2ccccc2)cc(OC)c1OC
- RNase H inhibition = 10%

Cc1cc(F)c(F)c(C(=O)N2CCOCC2)c1Cl
- RNase H inhibition = 4%

O=C(Nc1nnc(SCc2ccccc2)s1)c1cccc2ccccc12
- RNase H inhibition = 3%

COc1ccc(/C=C2\C(=O)NN(c3ccc(C)cc3)C2=O)cc1
- RNase H inhibition = 17%

As a short view, some entries already given.
CCC(C)(C)C(=O)NCc1ccccc1
- RNase H inhibition = 2%

Cc1ccccc1-c1nc2cc(NC(=O)c3sc4ccccc4c3Cl)ccc2o1
- RNase H inhibition = 20%

Additional results
CC(=O)Nc1ccccc1NC(=O)c1cc([N+](=O)[O-])ccc1Cl
- RNase H inhibition = 13%

Cc1cccc(Nc2nc3ccc([N+](=O)[O-])cc3nc2Nc2cccc(C)c2)c1
- RNase H inhibition = 17%

O=C(N/N=C/c1cc(Br)ccc1O)NC12CC3CC(CC(C3)C1)C2
- RNase H inhibition = 16%

CCOC(=O)c1c(-c2ccccc2)csc1NC(=O)c1ccccc1I
- RNase H inhibition = 4%

O=C(CCn1c2ccccc2c2ccccc21)NNC(=S)Nc1ccc(Cl)c(Cl)c1
- RNase H inhibition = 19%

Cc1ccc(NC2=C(Cl)C(=O)N(c3ccc(Cl)c(Cl)c3)C2=O)cc1
- RNase H inhibition = 23%

CC(C)(C)NC(=O)c1cnn2c1NC(c1ccc(F)cc1)CC2C(F)(F)F (configuration not stated)
- RNase H inhibition = 3%

NC(=O)C1CCN(Cc2cc3c(cc2[N+](=O)[O-])OCO3)CC1
- RNase H inhibition = 28%

CC(NC(=O)CSc1ncc(-c2ccccc2)[nH]1)c1ccccc1 (configuration not stated)
- RNase H inhibition = 12%

Nc1c2c(cc3ccccc13)C(=O)c1ccccc1C2=O
- RNase H inhibition = 46%

COc1cc(C(=O)Nc2ccc(C)c(C)c2)ccc1OCc1ccc(Cl)cc1
- RNase H inhibition = 15%

CC1=C(C(=O)OC(C)C)C(c2ccccc2OC(C)C)C2=C(CC(c3ccc(Cl)cc3)CC2=O)N1 (configuration not stated)
- RNase H inhibition = 6%

COc1ccc(Br)cc1CN1CCN(Cc2cccc([N+](=O)[O-])c2)CC1
- RNase H inhibition = 1%

O=C(Oc1ccc(Cl)cc1Cl)c1cc([N+](=O)[O-])ccc1Cl
- RNase H inhibition = 38%

COc1cc(NC(=O)c2cnn3c2NC(c2ccco2)CC3C(F)(F)F)c(OC)cc1Cl (configuration not stated)
- RNase H inhibition = 12%

Nc1c(C=Nc2ccccc2)ccc2c1C(=O)c1ccccc1C2=O
- RNase H inhibition = 4%

Cc1ccc(C(=O)NC(=S)Nc2cc(Cl)cc(Cl)c2)cc1C
- RNase H inhibition = 50%*

CCOC(=O)CC(=O)Nc1ccccc1C(=O)O
- RNase H inhibition = 8%

O=C(CN1C(=O)/C(=C/c2ccccc2)SC1=S)Nc1cccc(C(=O)O)c1
- RNase H inhibition = 15%

CC1CN(c2ccc([N+](=O)[O-])c(NC(C)C34CC5CC(CC(C5)C3)C4)c2)CC(C)N1 (configuration not stated)
- RNase H inhibition = 0%

O=C(Cc1ccc(Cl)cc1)NC(=S)Nc1ccccc1C(F)(F)F
- RNase H inhibition = 39%

O=C1c2ccc3c4c(ccc(c24)C(=O)N1c1ccc(Oc2ccccc2)cc1)C(=O)N(c1ccc(Oc2ccccc2)cc1)C3=O
- RNase H inhibition = 2%

Cc1c(N=Cc2ccccn2)c(=O)n(-c2ccccc2)n1C
- RNase H inhibition = 5%

Cc1ccc(NC(=O)/C(=C\c2cccc([N+](=O)[O-])c2)NC(=O)c2ccc(Br)cc2)cc1
- RNase H inhibition = 6%

CC(=O)c1ccc(OC(=O)/C=C/c2ccccc2)cc1
- RNase H inhibition = 11%

COc1cc(/C=C2/SC(=S)N(CCc3ccc(OC)c(OC)c3)C2=O)ccc1O
- RNase H inhibition = 13%

Cc1ccc(N2C(=O)/C(=C/c3ccco3)C(=O)NC2=S)cc1
- RNase H inhibition = 9%

COC(C(=O)N/N=C/c1ccc(C(=O)O)cc1)c1ccccc1 (configuration not stated)
- RNase H inhibition = 0%

CCOC(=O)N(CC(=O)OC)CP(=O)(O)C(Cc1ccccc1)C(=O)O (configuration not stated)
- RNase H inhibition = 0%

CCOc1cc(C2C3=C(CC(C)(C)CC3=O)OC3=C2C(=O)CC(C)(C)C3)ccc1OCc1ccccc1F
- RNase H inhibition = 2%

O=C(COc1ccc(F)cc1)N1CCN(C(=O)COc2ccc(F)cc2)CC1
- RNase H inhibition = 9%

COc1ccccc1/C=c1/sc2nc3c(Br)c(C)c(C)cc3n2c1=O
- RNase H inhibition = 0%

COc1ccc(N=CC2=C(O)CC(C)(C)CC2=O)cc1
- RNase H inhibition = 6%

CC(=O)NNC(=O)COc1ccc(C)cc1
- RNase H inhibition = 0%

Cc1cc(OCC(O)CNC(C)C)cc(C)c1Cl (configuration not stated)
- RNase H inhibition = 17%

Cc1ccc2nc(/C(C#N)=C/c3ccc(-c4ccc(Cl)c(Cl)c4)o3)[nH]c2c1
- RNase H inhibition = 17%

COc1ccc(/C=C2\SC(=S)N(NC(=O)c3ccccc3Br)C2=O)cc1OC
- RNase H inhibition = 12%

Cc1ccccc1CN1CCN(Cc2ccncc2)CC1
- RNase H inhibition = 5%

CCOC(=O)c1ccc(NC(=O)c2cc(OCC)cc(OCC)c2)cc1
- RNase H inhibition = 10%

O=C(Nc1ccc(Cl)c(Cl)c1)OCCOc1cccc(Br)c1
- RNase H inhibition = 44%

Cc1cc2nc(-c3ccc(NC(=O)c4cc(Br)ccc4Cl)cc3)oc2cc1C
- RNase H inhibition = 5%

CCN(CC)c1ccc(/C=N/Nc2ccccc2[N+](=O)[O-])cc1
- RNase H inhibition = 8%

COc1cc(/C=C2\SC(c3ccc(C)cc3)=NC2=O)cc(OC)c1OC
- RNase H inhibition = 7%

Cc1cc(Cl)ccc1OCC(=O)NNC(=O)c1cccs1
- RNase H inhibition = 6%

COc1cc(NS(=O)(=O)c2ccc(C)cc2)cc(OC)c1O
- RNase H inhibition = 2%

Molecules shown so far with an NH in an aromatic ring:
C=CCc1c(C)[nH]c2ccc(C)cc2c1=O
- RNase H inhibition = 4%

Clc1ccc(CSc2ncn[nH]2)cc1
- RNase H inhibition = 0%

CC(NC(=O)CSc1ncc(-c2ccccc2)[nH]1)c1ccccc1 (configuration not stated)
- RNase H inhibition = 12%

Cc1ccc2nc(/C(C#N)=C/c3ccc(-c4ccc(Cl)c(Cl)c4)o3)[nH]c2c1
- RNase H inhibition = 17%

Next part
CCOC(=O)Oc1ccc2c(-c3ccccc3)cc(=O)oc2c1
- RNase H inhibition = 0%

CCCC/C(=N\NC(=O)C1CC1(c1ccccc1)c1ccccc1)c1ccccc1 (configuration not stated)
- RNase H inhibition = 9%

CC1(C)CC(=O)c2cc(C(=O)NCc3ccccc3)c(=O)n(-c3ccccc3)c2C1
- RNase H inhibition = 15%

CCOc1ccc(NC(=O)c2cncc(Br)c2)cc1
- RNase H inhibition = 9%
